ARNT-TACC3 inh = disruptors of ARNT/TACC3 protein interaction, primary screen, biochemical, AlphaScreen, single concentration; Transforming acidic coiled-coil-containing protein 3 (Homo sapiens), Q9Y6A5; AlphaScreen His-ARNT PAS-B/GST-TACC3 binding, luminescence; TACC3 fragment carries E629A point mutation; inhibition, % at 9.99 µM; 0.66% of 390,000 active; AID 623870, 2012;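 active = mean inhibition of replicates at least 50% and at least half of replicates each reaching 50%; inconclusive = half or more replicates reach 50% but mean below 50%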;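 also: 0% = complete ARNT plus TACC3 wells and 100% = ARNT alone without TACC3; many hits fall short of the cut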
PAX8 reporter = inhibitors of PAX8-driven TPO luciferase reporter, primary screen, RMG-I cells, single concentration; SteadyGlo, 24 h; inhibition, % at 12.6 µM; 1.2% of 360,000 active;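 active = mean replicate inhibition at least 60% with every replicate also reaching 60%; inconclusive = only one of the two criteria is met; inactive = mean below 60% and not all replicates reaching 60%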;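 also: luciferase light reporting Pax8 driven TPO promoter activity; plate controls were median of neutral control wells for no effect and mitoxantrone controls for full effect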
Cneo AK release = Cryptococcus neoformans cell lysis inducers, primary screen, AK release luminescence, single concentration. C. neoformans lysis, adenylate kinase release luminescence, 4 h; normalised: neutral wells 0, clomiphene wells 100. lysis activity, % at 15 µM. 0.2% of 360,000 active;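 active = mean lysis activity across replicates of at least 80%, whatever share of replicates individually reach that level; inactive = mean lysis activity below 80%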
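Material: C. neoformans cells; Schedule: 4 h static compound exposure, 37 °C, read 1 h post-reagent; Measured by: adenylate kinase release luminescence; Read-out: signal increase indicating cell lysis; Controls: Clomiphene as positive lysis control.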
INS-1E GSIS act = GLuc luminescence reporter in INS-1E cells, primary screen for activators of glucose-dependent secretion of insulin | INS-1E GLuc reporter insulin secretion, 2-3 h | activation, % at 16.6 µM | 0.61% of 370,000 active | AID 743287, 2014;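 active = lowest replicate activation of at least 40%, so every replicate reaches that level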;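 also: 0% = median of neutral control wells and 100% = median of IBMX positive control wells; some compounds called inactive have numbers as strong as hits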
PGC1a acetyl inh = inhibitors of PGC1a acetylation signal, primary screen, cell-based, U2OS, AlphaScreen, inhibitor mode. AlphaScreen anti-acetyl-lysine; with virally co-expressed GCN5 acetyltransferase. inhibition, % at 15.6 µM. 0.17% of 350,000 active. AID 651687, 2012;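 active = every replicate shows inhibition of at least 40%; inconclusive = mean inhibition at least 40% but some replicate below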;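 also: 0% = neutral control wells and 100% = positive control wells; some results beyond the cut were filed as inactive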
LGR2 antag = inhibitors of bursicon-induced LGR2 CRE-luciferase signal, primary screen, cell-based, HEK293, CRE-luciferase reporter, bursicon stimulation; AID 720647, 2013; inhibition, % at 9.99 µM; bursicon-stimulated, 4 h; Drosophila bursicon receptor LGR2 (rickets); 0.35% of 380,000 active;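 active = drop in luminescence signal, shown as inhibition above about 50% in the replicate tests, limit read from the data, passing the limit was not always enough; inconclusive = probably only some replicates passing the limit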;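 also: agonist challenge used bursicon conditioned medium at about half maximal strength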
PglD inh = C. jejuni PglD acetyltransferase inhibitors, primary screen, biochemical, DTNB colorimetric, single point | 0.098% of 360,000 active | inhibition, % at 12.5 µM | purified PglD enzyme, DTNB colorimetric CoA detection | UDP-N-acetylbacillosamine N-acetyltransferase PglD (Campylobacter jejuni); in the data active = inhibition above about 16%, passing the limit was not always enough; inconclusive = no clear call, values can overlap the other calls; also: strong numbers were not always called active
Statin myotox sup = suppressors of statin myotoxicity in C2C12 myotubes, primary screen, cell-based, single point, plate reader; rescue of ATP level, % at 7.49 µM; 0.78% of 330,000 active; C2C12 myotubes + simvastatin, ATP luminescence, 48 h; scaled: DMSO 0, geranylgeraniol control 100;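 active = mean ATP rescue above about 67%, or every replicate alone reaching that limit, limit read from the data, passing the limit was not always enough; inconclusive = no clear call, values can overlap the other calls; inactive = mean under the limit and some replicate under it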;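 also: myotubes were challenged with 10 µM simvastatin during compound exposure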
Numbers without * were called inactive; ? = inconclusive; nt = no result given; & = joins results of further samples.

SMILES	ARNT-TACC3 inh	PAX8 reporter	Cneo AK release	INS-1E GSIS act	PGC1a acetyl inh	LGR2 antag	PglD inh	Statin myotox sup
CCCCCOC(=O)Cc1c(C)nc(-c2ccccc2)[nH]c1=O	2	nt	-2	3	0	-3	10	1
CS(=O)(=O)c1ccc2c(c1)sc1nc(=O)c(/C=C3/C=CC(=O)C(O)=C3)c(N)n12	18	-28	nt	-15	nt	-5	nt	nt
C=CCN(c1ccccc1)S(=O)(=O)c1cccc(C(=O)Nc2cc(C)ccn2)c1	3	-66	-1	-8	nt	-4	2	-3
CC1=C(CO)C(=O)OC([C@@H](C)C2CC[C@H]3C4C[C@H]5O[C@]56[C@@H](O)C=CC(=O)[C@]6(C)C4CC[C@]23C)C1 (stereo partly specified)	17	nt	1	nt	14	nt	-2	-225
CCOc1ccc(C(=O)NCC(=O)OCc2cc(C(C)=O)ccc2OC)cc1	4	7	nt	-9	nt	-17	nt	nt
CC(CCc1ccccc1)NC(=O)c1ccc(C(=O)NC(C)CCc2ccccc2)cc1 (stereo unspecified)	-3	81*	1	nt	5	nt	-3	?
CCN(Cc1ccncc1)C(=O)c1cccc(S(=O)(=O)N2CCOCC2)c1	-1	nt	2	nt	3	nt	3	-1
CN(C)C1=NC[C@H](Cc2ccccc2)N1CC1CCCCCC1	-5	5	1	-9	7	11	-2	97*
COc1ccc(S(=O)(=O)Nc2cccc3c2O[C@H](CN(C)S(=O)(=O)c2ccc(Cl)cc2)[C@H](C)CN([C@H](C)CO)C3=O)cc1	1	14	-1	0&-12	-12	-6&-1	-1	9
CC1CC(c2ccccc2)n2nc(NC(=O)c3ccco3)nc2N1 (stereo unspecified)	31	-7	2	nt	33	nt	0	7
CN(CCCNC(=O)C1CCC(CNS(=O)(=O)c2ccccc2)CC1)Cc1ccccc1 (stereo unspecified)	-2	-6	3	-3	-20	3	-4	-40
O=C(c1cc(-c2ccccc2)nc2ccccc12)N1CCN(C2CCS(=O)(=O)C2)CC1 (stereo unspecified)	-7	-5	3	44	5	-1	3	31
CCc1ccc(S(=O)(=O)N2CC(=O)Nc3ccccc32)cc1	0	nt	-1	38	-36	26	0	24
CC(C)NC(=O)N[C@@H]1CC[C@@H](CCNS(=O)(=O)c2ccc(Cl)cc2)O[C@H]1CO	2	-7	1	6	12	13	3	2
CCc1nn(CC(=O)N2CCC(C(N)=O)CC2)c(=O)c2cc3occc3n12	5	16	10	5	4	14	3	9
CC(=O)N1CC2(C1)[C@@H](c1ccc(-c3ccc(F)cc3)cc1)[C@@H](CO)N2C(C)=O	nt	1	nt	-1	2	-14	nt	nt
C/C=C/c1ccc([C@@H]2[C@@H](CO)N(C(=O)NC(C)C)[C@H]2CN(C)C(C)=O)cc1	-7	0	0	7	4	12	3	6
O=C(c1ccncc1)c1ccc(N2CCN(C3CC(=O)N(Cc4cccs4)C3=O)CC2)cc1 (stereo unspecified)	21	22	-1	-6	3	17	-1	3
CCOc1ccc(-c2cc(CCCC(=O)Nc3cccc(OC)c3)no2)cc1	-4	1	0	-14	nt	-17	-4	9
COc1ccc(CC(=O)Nc2ccccc2NC(=O)c2ccco2)cc1OC	-7	-10	nt	3	-10	15	nt	nt
CCn1c(-c2ccc(N)cc2)nc2ccccc21	-5	-78	-2	23	-3	-50	9	0
COc1ccccc1NC(=O)CCCN1C(=O)C(c2ccccc2)Oc2cccnc21 (stereo unspecified)	3	11	0	-6	4	-12	3	8
Cc1ccc(S(=O)(=O)NN2C(=O)c3ccccc3NC2c2ccccc2O)cc1 (stereo unspecified)	3	16	nt	2	-4	21	nt	nt
C[C@@H]1CN([C@@H](C)CO)C(=O)c2cc(/C=C/c3ccccc3)cnc2O[C@@H]1CN(C)C(=O)C1CCOCC1	-4	-11	-6	6	-1	-10	-1	12
Cc1cc(C(=O)NN)n[nH]1	5	1	9	10	5	19	-3	-7
(next part)
SMILES	ARNT-TACC3 inh	PAX8 reporter	Cneo AK release	INS-1E GSIS act	PGC1a acetyl inh	LGR2 antag	PglD inh	Statin myotox sup
CC(Sc1nc(N)cc(=O)[nH]1)C(=O)Nc1cccc(Cl)c1 (stereo unspecified)	-4	-3	nt	-2	5	7	nt	nt
N#C[C@@H]1[C@@H](c2ccccc2-c2cccc(F)c2)[C@H](CO)N1C(=O)C1CCC1	nt	4	nt	12	4	9	nt	nt
CCc1nc2ccc(C(=O)NCCN3CCNC3=O)cn2c1N(CC)Cc1cccc(Br)c1	nt	-9	-1	6	nt	1	-2	-6
COCC(=O)Nc1ccc2c(c1)[C@@H]1C[C@@H](CC(=O)NCc3ccccc3F)O[C@@H](CO)[C@@H]1O2	-3	5	-2	11	-9	17	-1	-2
Cc1ccc(S(=O)(=O)c2cc3c(=O)n4ccccc4nc3n(C)c2=N)cc1C	-1	9	-1	3	-5	-5	0	5
O=C(Nc1ccc2c(c1)OCO2)c1cc2ncc(Br)cn2n1	-4	nt	0	0	-14	-19	-5	5
CO[C@H]1CN(C)C(=O)c2ccc(NC(=O)c3ccccc3)cc2OC[C@@H](C)N(C(=O)CN(C)C)C[C@@H]1C	-8	nt	-1	-3	4	-18	-1	-9
O=C(CN1CC(c2ccccc2)CC1=O)N/N=C/c1cc(Br)ccc1O (stereo unspecified)	48*	21	nt	-69	nt	13	nt	nt
CSc1ccccc1N1CCN(C(=O)Nc2ccc3c(c2)NC(=O)CO3)CC1	17	3	-3	nt	nt	nt	-1	-11
CC(C)Sc1nc2ncnc(N)c2[nH]1	-12	-2	114*	24	9	13	-2	-5
Cc1sc2nc(SCC(=O)NCCCO)n(-c3ccccc3)c(=O)c2c1C	3	-1	-3	1	9	8	-4	3
c1ccc(-n2ncc3c(N4CCCCC4)ncnc32)cc1	-31	21	-8	3	0	61*	-1	-22
CC(=O)/C(N=Nc1nc2c([nH]1)c(=O)n(C)c(=O)n2C)=C(\C)O	27	-5	nt	26	nt	-10	nt	2
CCC(C)(C)NC(=O)C(c1ccccc1Cl)N(C(=O)CCC(=O)Nc1cc(C)on1)C(C)(C)C (stereo unspecified)	4	9	-2	-39	-22	8	0	-2
Cc1ccc(C(=O)NCC(=O)Nc2ccncc2)cc1	-4	-2	-4	-1	-1	1	-4	0
COCC(=O)N1CC(=O)N2[C@@H](CO)[C@H](c3ccc(Br)cc3)[C@@H]2C1	nt	-15	nt	17	7	-3	nt	nt
Cc1cccc(NC(=S)NNC(=O)COc2ccc(Cl)cc2Cl)c1	2	0	nt	-3	nt	12	nt	9
O=C(NCCCn1ccnc1)C(=O)NCC1OCCN1S(=O)(=O)c1ccccc1 (stereo unspecified)	57*	9	nt	0	nt	-10	nt	nt
O=C(CCc1nc2ccccc2c(=O)[nH]1)N1CCN(c2ccccc2Cl)CC1	4	1	-2	19	32	-14	-1	7
CN1CCCC(OC(=O)c2cccc(Cl)c2)C1 (stereo unspecified)	-3	1	nt	-17	39	3	nt	-6
O=C(NCCc1c[nH]c2ccccc12)C(=O)NCC1OCCN1S(=O)(=O)c1ccc(F)cc1 (stereo unspecified)	0	9	1	nt	-2	9	-1	3
O=C(NC1CC1)c1ccc(NC(=O)C2CCCCC2)cc1	-6	-30	-1	6	-1	0	1	4
Cc1cccc(S(=O)(=O)Nc2ccc(C)c3c2OC(C)(C)C3)c1	-2	2	2	nt	-30	nt	0	nt
COc1cccc(S(=O)(=O)N2CCCCN3[C@H](CO)[C@@H](c4ccc(C#CCC(C)C)cc4)[C@H]3C2)c1	2	22	0	-2	-9	13	-1	-5
Cc1sc2nc(CN3CCCC3)nc(N3CCC(C(N)=O)CC3)c2c1C	3	nt	nt	-7	-6	-3	nt	nt
Next section:
SMILES	ARNT-TACC3 inh	PAX8 reporter	Cneo AK release	INS-1E GSIS act	PGC1a acetyl inh	LGR2 antag	PglD inh	Statin myotox sup
CCC(=O)/C=C1\Sc2ccccc2N1CC	17	-6	nt	-22	nt	7	nt	nt
O=C(COc1ccc(Cl)cc1)Nc1ccc(N2CCN(C(=O)c3ccco3)CC2)cc1	4	nt	3	8	-7	18	-4	-8
COc1cccc(S(=O)(=O)Nc2ccc3c(c2)C(=O)N(C)C[C@@H](OC)[C@H](C)CN[C@H](C)CO3)c1	-3	nt	0	7	-1	17	1	4
O=C(CN(Cc1cccs1)C(=O)CCC(=O)Nc1nccs1)NCc1ccccc1	2	nt	4	4	4	-3	-6	-23
Cn1c(=O)c2c(SCC(=O)NCc3ccco3)nc(CC(C)(C)C)nc2n(C)c1=O	-2	27	2	nt	-3	-18	4	3
O=C(CSc1nc2ccccc2s1)Nc1ccc(C(=O)O)cc1	-6	4	-3	7	6	-6	0	-23
CCCNC(=O)N1[C@H](CO)[C@@H](c2ccc(C3=CCCC3)cc2)[C@@H]1CN(C)C(C)=O	-7	-9	87*	-3	-10	9	1	11
O=C(COc1ccccc1O)c1cccs1	nt	nt	-2	12	3	9	5	15
Cc1ccc(NC(=O)CSc2nnc(CCC(=O)O)c(=O)[nH]2)cc1	-1	4	0	4	-1	-36	3	-1
CC(=O)N(C)C[C@@H]1Oc2ncc(C#Cc3ccccc3F)cc2C(=O)N([C@@H](C)CO)C[C@H]1C	-20	nt	-3	17	5	-8	40	3
CC1=CC(=O)C=C(C)C1=NOS(=O)(=O)c1ccccc1	1	nt	-6	186*	-61	-4	17	nt
COc1ccc(S(=O)(=O)N2C[C@H](O)COC[C@@H]3O[C@H](CC(=O)NCc4ccc(Cl)c(Cl)c4)CC[C@H]32)cc1	-4	12	0	-27	-21	-7	1	-7
CCCCNc1oc(-c2cccs2)nc1S(=O)(=O)c1ccccc1	2	nt	-2	-16	-7	nt	-5	131*
Cn1c(N)c(C(=O)CSc2nnc(C3CC3)n2-c2ccccc2)c(=O)n(C)c1=O	16	-6	-1	3	4	7	-3	11
CCOC(=O)C1CCN(C(=O)c2ccccc2N(C)S(=O)(=O)c2ccccc2)CC1	3	28	nt	9	nt	8	nt	nt
O=C(Nc1ccccc1F)N1CCCCN2[C@@H](CO)[C@H](c3ccc(C#Cc4ccccc4)cc3)[C@@H]2C1	-3	41	-2	-23	11	11	0	nt
CN(CC(=O)Nc1ccccc1C(F)(F)F)C(=O)CSc1nc(N)cc(N)n1	-6	-9	-1	nt	-8	2	4	3
COc1ccc(NC(=O)Nc2ccc3c(c2)C(=O)N([C@@H](C)CO)C[C@H](C)[C@@H](CN(C)Cc2ccc(C(F)(F)F)cc2)OCCCC[C@@H](C)O3)cc1	1	69*	-3	-25	2	0	3	-258
Cc1cccc(C(=O)NNS(=O)(=O)c2ccc(F)cc2)c1O	-7	-20	5	-31	-7	-2	-3	-1

Three compounds already listed, ordered by length of the SMILES, lowest first:
SMILES	ARNT-TACC3 inh	PAX8 reporter	Cneo AK release	INS-1E GSIS act	PGC1a acetyl inh	LGR2 antag	PglD inh	Statin myotox sup
Cc1cccc(C(=O)NNS(=O)(=O)c2ccc(F)cc2)c1O	-7	-20	5	-31	-7	-2	-3	-1
Cc1ccc(NC(=O)CSc2nnc(CCC(=O)O)c(=O)[nH]2)cc1	-1	4	0	4	-1	-36	3	-1
O=C(COc1ccc(Cl)cc1)Nc1ccc(N2CCN(C(=O)c3ccco3)CC2)cc1	4	nt	3	8	-7	18	-4	-8
